Screening data: PubChem, National Center for Advancing Translational Sciences (NCATS)
Pf growth 48h: P. falciparum growth inhibition at 48 hours (one generation); AID 504832; P. falciparum luciferase growth in erythrocytes, 48 h; 5.9% of 310,000 active; Potency, µM (top dose mostly 28.7 µM), for the others: top-dose activity change, negative = inhibition, usual class: inhibitors; also: potency is read from the fitted curve at half-maximal effect; % is scaled to controls: 0 for no effect and ±100 for the full control effect
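Compounds are pin-transferred into medium, infected erythrocytes (2% hematocrit, 0.1% parasitemia final) are added, and plates sit one parasite generation at 37 C in 5% CO2. Detection reagent is then added and luminescence measured.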
TbPYK inhibitor: blocks Trypanosoma brucei pyruvate kinase. Q57TT1. TbPYK enzyme, Kinase-Glo Plus ATP luminescence, 45 min. Potency, µM (titrated, usually from 76.8 µM), for the others: top-dose activity, negative = inhibition, actives largely listed as inhibitors. 0.12% of 410,000 active. AID 624173; also: potency is read from the fitted curve at half-maximal effect; % is scaled to controls: 0 for no effect and ±100 for the full control effect; nearly all actives have a fitted effect of over 50% in size
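In this concentration-response screen, enzyme-free wells defined baseline while DMSO plates tracked drift. Each reaction combined TbPYK, substrate, compound and 130 uM ADP for 45 min at room temperature. Kinase-Glo Plus luminescence gave the signal.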
Shiga inhibitor: blocks Shiga toxin action in Vero cells. inhibition, % at 38.7 µM. Vero cells, Shiga toxin protein synthesis inhibition reporter. 9.2% of 290,000 active. AID 2315; in the data active = inhibition mostly above about 28%, no sharp cut-off; inactive = mostly below about 43%; also: 0% is about no effect
CHX counter: counter-screen hit for Shiga toxin inhibitors, cycloheximide. 12% of 300,000 active. AID 2314. cell reporter, cycloheximide protein synthesis inhibition counterscreen. max response, %; in the data active = max response mostly above about 13%, no sharp cut-off; inactive = mostly below about 14%; also: read at 38.3 µM for the half of the compounds with a filed dose; 0% is about no effect
AMA1-RON2 inh: disrupts binding of P. falciparum AMA1 to RON2; 0.2% of 360,000 active; AlphaScreen AMA1-biotinylated RON2 peptide binding; AID 720542; Potency, µM (titrated, usually from 58.2 µM), for the others: at the top dose activity change, negative = inhibition, hits mostly inhibitors;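 also: potency is read from the fitted curve at half-maximal effect; 0% = vehicle wells and -100% = peptide control; nearly all actives have a fitted effect of over 45% in size; some results filed as inactive show a strong effect at the top dose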
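AMA1 (3D7) with his tag at 25 nM final met compounds first, then biotinylated RON2 peptide at 25 nM; detection used donor plus acceptor beads, 10 µg/mL apiece, read by AlphaScreen after 30 min at room temperature.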
LmPK inh: inhibitors of Leishmania mexicana pyruvate kinase | Q27686 | purified LmPK, Kinase-Glo ATP luminescence, 1 h | Potency, µM (top dose mostly 57.5 µM), inactives show at the highest dose activity change, negative = inhibition, usual class: inhibitors | 0.37% of 290,000 active | AID 1721; also: potency is read from the fitted curve at half-maximal effect; % is scaled to controls: 0 for no effect and ±100 for the full control effect
Target sequence (Q27686 whole entry, looked up): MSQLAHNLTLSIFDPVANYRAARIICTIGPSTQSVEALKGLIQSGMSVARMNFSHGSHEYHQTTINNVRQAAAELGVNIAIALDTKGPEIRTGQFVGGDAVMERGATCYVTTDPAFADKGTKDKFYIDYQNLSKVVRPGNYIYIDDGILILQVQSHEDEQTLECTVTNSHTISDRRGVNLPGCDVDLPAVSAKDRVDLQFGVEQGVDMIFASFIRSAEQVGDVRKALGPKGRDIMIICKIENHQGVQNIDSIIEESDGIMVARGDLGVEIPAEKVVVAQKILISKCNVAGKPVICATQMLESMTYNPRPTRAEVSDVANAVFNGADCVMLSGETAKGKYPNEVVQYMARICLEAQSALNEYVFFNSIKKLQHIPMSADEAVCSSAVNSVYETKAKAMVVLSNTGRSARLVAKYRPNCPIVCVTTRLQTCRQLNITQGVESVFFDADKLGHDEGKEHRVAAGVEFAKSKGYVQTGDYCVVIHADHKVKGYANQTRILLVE
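Pyruvate kinase activity monitored as ATP production (luciferase luminescence). Conditions: 0.1 nM enzyme, 0.5 mM PEP, 0.1 mM ADP, 1 h, RT; normalized against uninhibited and no-enzyme wells.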
Pf growth 96h: P. falciparum growth inhibition at 96 hour, primary screen for plastid delayed-death inhibitors; P. falciparum luciferase reporter growth, 96 h; Potency, µM (top dose mostly 28.7 µM), for inactives: top-dose activity change, negative = inhibition, usual class: inhibitors; 6.9% of 320,000 active; also: potency is read from the fitted curve at half-maximal effect; % is scaled to controls: 0 for no effect and ±100 for the full control effect
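P. falciparum expressing integrated firefly luciferase grown in erythrocytes (2% hematocrit, 0.05% parasitemia final) with compounds for 96 hours at 37 C, 5% CO2. Growth inhibition read as loss of luminescence after adding luciferase detection reagent.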
Active calls of the source: *; i = inactive; ? = inconclusive; . = not tested or not shown; [ ] = dose if it differs, or a comment. Unless noted, calls follow the shape of the dose curve; as a rule, active = well fitted curve in the direction sought with a large enough effect; inconclusive = small, poorly fitted or top-dose-only effect, or another doubt; inactive = no such curve, though single readings can be large; an effect the other way counts as inactive or inconclusive.

nr	Structure	Pf growth 48h	TbPYK inhibitor	Shiga inhibitor	CHX counter
1	Cc1c(NC(=O)C2CCCN2S(=O)(=O)c2ccc(Cl)cc2)c(=O)n(-c2ccccc2)n1C (centres undefined)	.	2%	-17	-4
2	O=Cc1cc(N=Nc2ccccc2Cl)ccc1O	?	-2%	29	34*
3	Cc1cc(C(=O)Nc2sc(C)c(-c3ccc(F)cc3)c2C(N)=O)no1	107%[activator]	0%	84*	62*
4	CCC(C)NS(=O)(=O)c1ccc(NC(=O)c2cccs2)cc1 (centres undefined)	1%	-5%	-2	-3
5	Nc1cccc2c1nnn2C1OC(CO)C(O)C(O)C1O (centres undefined)	38%[activator]	.	-6	-2
6	Cc1c(C(=O)N/N=C/c2cccs2)nc2ccccn12	30%	-6%	3	-4
7	O=C(Nc1ccc2oc(Cc3ccc(Cl)cc3)nc2c1)c1cccnc1	?	-9%	-10	-2
8	CC(C)(C)c1cc(CCC(=O)NCc2ccccn2)cc(C(C)(C)C)c1O	?	2%	35	2
9	CNC(=O)Nc1cccc(-c2ccnc(C)n2)c1	65%[activator]	0%	-2	-3
10	CN(C)/C=N/c1c(C(=O)NCc2ccccc2)nnn1Cc1ccccc1	2.6µM*	-4%	-7	3

nr	AMA1-RON2 inh	LmPK inh	Pf growth 96h
1	36%[activator]	-1%	?
2	?	22%	-18%[5.75 µM]
3	-2%	0%	2%
4	-2%	2%	38%[activator]
5	.	-6%	30%[activator]
6	20%	-4%	65%[activator]
7	7%	-1%	0%
8	-1%	-3%	12µM*
9	-7%	6%	114%[activator]
10	-7%	-3%	8%

One compound at a time (already shown):
Profile of CCC(C)NS(=O)(=O)c1ccc(NC(=O)c2cccs2)cc1 (centres undefined) = Pf growth 48h = 1%; TbPYK inhibitor = -5%; Shiga inhibitor = -2; CHX counter = -3; AMA1-RON2 inh = -2%; LmPK inh = 2%; Pf growth 96h = 38%[activator]
Profile of CN(C)/C=N/c1c(C(=O)NCc2ccccc2)nnn1Cc1ccccc1 = Pf growth 48h = 2.6µM*; TbPYK inhibitor = -4%; Shiga inhibitor = -7; CHX counter = 3; AMA1-RON2 inh = -7%; LmPK inh = -3%; Pf growth 96h = 8%

Additional entries follow.
nr	Structure	Pf growth 48h	TbPYK inhibitor	Shiga inhibitor	CHX counter
11	CCN(CC)S(=O)(=O)c1ccc(C)c(NC(=S)Nc2cccc(S(=O)(=O)N3CCCCCC3)c2)c1	-3%	0%	12	1
12	Cc1ccc(C)c(/C=C(\C(=O)O)c2ccc(S(=O)(=O)N3CCCCC3)s2)c1	-8%	8%	9	4
13	COc1ccc(O)c(/C=N/NC(=O)c2ccc(OCc3cccc(Br)c3)cc2)c1	1.7µM*	7%	7	6
14	COc1ccc(F)cc1CN1CCN(C(=O)CCC(=O)Nc2nnc(C3CCCCC3)s2)CC1	?	-10%	-8	16
15	COc1ccc2[nH]c(C)c(CCN3C(=O)C4C5C=CC(C5)C4C3=O)c2c1 (centres undefined)	.	1%	-7	-4
16	C/C=C/c1ccc(OC(C)=O)c(OC)c1	11%	-4%	-15	-5
17	Cc1ccc2c(c1)-c1c(cnn1CC(=O)Nc1ccccc1N1CCN(C)CC1)CO2	10µM*	2%	-4	-3
18	CCOc1cc(N2CCOCC2)c(OCC)cc1NC(=O)COC(=O)CCOc1cc(C)ccc1C	40%[activator]	-11%	.	.
19	O=C(CN1CCCCCC1)Nc1ccc([N+](=O)[O-])cc1Cl	0%	0%	-6	-3
20	C/C(=N\NC(=O)c1nc2ccccn2c1C)c1ccc2c(c1)OCO2	31%[activator]	-9%	42	19*

nr	AMA1-RON2 inh	LmPK inh	Pf growth 96h
11	29%	3%	?
12	-1%	5%	8%
13	8%	-2%	11%
14	0%	1%	?
15	-22%	-2%	22%
16	-4%	0%	-8%
17	-5%	-1%	-33%
18	-6%	.	-19%
19	-10%	-2%	12%
20	-1%	-1%	61%[activator]

In another format: 2 of the compounds above.
Under each structure – Pf growth 48h	TbPYK inhibitor	Shiga inhibitor	CHX counter	AMA1-RON2 inh	LmPK inh	Pf growth 96h
[15] COc1ccc2[nH]c(C)c(CCN3C(=O)C4C5C=CC(C5)C4C3=O)c2c1 (centres undefined)
 : .	1%	-7	-4	-22%	-2%	22%
[16] C/C=C/c1ccc(OC(C)=O)c(OC)c1
 : 11%	-4%	-15	-5	-4%	0%	-8%

Next section
nr	Structure	Pf growth 48h	TbPYK inhibitor	Shiga inhibitor	CHX counter
21	C=CCN(CC=C)S(=O)(=O)c1ccc(C(=O)Nc2nnc(CSC)o2)cc1	12µM*	-2%	-10	-1
22	COc1cccc(C(=O)CSc2nnnn2C)c1	4%	1%	19	-3
23	O=C(CCCn1c(SCC(=O)c2ccc(F)cc2)nc2ccccc2c1=O)NCc1ccccc1	.	.	-26	-4
24	CN(C1CCCCC1)S(=O)(=O)c1ccc2[nH]c(=O)oc2c1	0%	-3%	11	5
25	CCCc1cc(-c2n[nH]c(=S)n2-c2cccc(C)c2)cs1	1%	?	-3	7
26	CCOc1ccc(CN(Cc2ccco2)S(=O)(=O)c2ccc(-n3cnnn3)c(OC)c2)cc1	?	0%	17	8
27	COC(=O)C(OC(=O)c1ccc(OC)cc1)C(=O)OC	?	-7%	-2	-2
28	Nc1cccc(NC(=O)c2ccco2)c1	34%[activator]	5%	16	8.1*
29	NC(=O)c1cc[n+](CC2=C(C(=O)[O-])N3C(=O)[C@@H](NC(=O)Cc4cccs4)[C@@H]3SC2)cc1	-12%[12.8 µM]	0%[33.2 µM]	.	.
30	COc1cccc(-c2nn(C)c3sc(C(=O)Nc4ccc5c(c4)OCCO5)cc23)c1	?	2%	75*	61*

nr	AMA1-RON2 inh	LmPK inh	Pf growth 96h
21	50%[activator]	5%	?
22	2%	-2%	9%
23	1%	3%	10µM*
24	35%	10%	?
25	18%	?	?
26	-6%	-2%	.
27	14%	4%	-2%
28	-8%	-3%	?
29	.	.	-13%[12.8 µM]
30	-3%	-6%	28%

The results go on.
nr	Structure	Pf growth 48h	TbPYK inhibitor	Shiga inhibitor	CHX counter
31	Cc1ccc(-c2nc3[nH]c(=O)cc(NC(=O)c4cccs4)n3n2)cc1	?	-6%	-2	-4
32	Cc1noc(C)c1CN1C(=O)NC(Cc2ccccc2)(Cc2ccccc2)C1=O	?	3%	4	-3
33	COc1cc2c(cc1NC(=O)CSc1nnc(Cc3cccs3)n1C)oc1ccccc12	-9%	-5%	15	7
34	CCc1ccc(OCC(=O)NNCC(=O)Nc2ccc(OC)cc2)cc1	7%	0%	.	.
35	CCOc1ccc(C(=O)NC(=S)Nc2cc(C)ccn2)cc1[N+](=O)[O-]	-12%	-5%	-7	-5
36	COc1ccc(NS(=O)(=O)c2cc(NC(=O)CCSc3ccccc3)ccc2OC)cc1	3%	-16%	-9	3
37	CCC(Oc1ccc(Br)cc1)C(=O)N1CCN(c2ncccn2)CC1 (centres undefined)	-7%	5%	-6	1
38	Cc1cccnc1NC(=O)CN1C(=O)NC(C)(c2ccc3ccccc3c2)C1=O (centres undefined)	?	2%	.	.
39	O=C(/C=C/c1ccco1)NC(=S)Nc1ccccc1N1CCOCC1	13µM*	4%	-14	-3
40	CCOC(=O)N1CCN(C(c2cccc(OC)c2)c2sc3nc(C)nn3c2O)CC1 (centres undefined)	-16%	-7%	-3	-3

nr	AMA1-RON2 inh	LmPK inh	Pf growth 96h
31	0%	?	?
32	8%	0%	.
33	-12%	-1%	19%
34	13%	.	12%
35	20%	4%	8%
36	2%	0%	?
37	-23%	-1%	22%
38	?	.	-21%
39	39%[activator]	4%	?
40	-2%	-4%	?

The list goes on.
nr	Structure	Pf growth 48h	TbPYK inhibitor	Shiga inhibitor	CHX counter
41	CN(C)C(C)(C)C#CC(O)(c1ccccc1)c1ccccc1	-11%	0%	-9	-1
42	O=C(Cc1ccc(Cl)cc1)Nc1cccnc1	-5%	8%	-2	1
43	Cc1cc([N+](=O)[O-])nn1CCCC(=O)Nc1cc(Cl)ccc1Cl	-11%	-2%	-2	7
44	CCN1CCN(Cc2ccc(OCc3ccccc3)c(OC)c2)CC1	127%[activator]	3%	105*	49*
45	Cc1nn(C)c(C(=O)Nc2cccc(CN3CCOCC3)c2)c1Br	-14%	-6%	-4	-2
46	Cc1noc(C)c1C(=O)OCC(=O)NCc1ccc(Cl)cc1	-10%	7%	.	.
47	COc1ccc(/C=C/c2nc(C)c(-c3ccccc3)c(=O)[nH]2)cc1OC	?	-5%	-9	-4
48	Clc1cc2nc[nH]c2cc1Cl	-8%	-6%	30	6
49	CN(C)CCCNC(=S)Nc1ccc(Oc2ccccc2)cc1	23%	-2%	67	26*
50	CCN(c1ccccc1)S(=O)(=O)c1ccc(OC)c(NC(=O)c2ccccc2OC)c1	?	-21%	.	.

nr	AMA1-RON2 inh	LmPK inh	Pf growth 96h
41	0%	-2%	9%
42	4%	3%	4%
43	2%	0%	8%
44	-10%	1%	i
45	3%	5%	-22%
46	9%	.	16%
47	-6%	0%	-99%
48	-14%	-2%	-1%
49	-11%	0%	?
50	-10%	.	?

Results in sequence from above:
Pf growth 48h for nos. 42–50: -5%, -11%, 127%[activator], -14%, -10%, ?, -8%, 23%, ?
Pf growth 96h for nos. 42–50: 4%, 8%, i, -22%, 16%, -99%, -1%, ?, ?

Further structures
nr	Structure	Pf growth 48h	TbPYK inhibitor	Shiga inhibitor	CHX counter
51	CN1CCN(c2ccc(NC(=O)c3ccc4c(c3)[nH]c(=O)n4Cc3ccc(F)cc3)cc2)CC1	12µM*	-2%	-2	-2
52	CC(=O)OC[C@H]1O[C@H](C/C=N/O[C@@H](C)c2cn([C@H](CO)Cc3ccccc3)nn2)C=C[C@@H]1OC(C)=O	27%	.	-11	-4
53	COc1ccc(NC(=O)c2sc3nc(N4CCOCC4)c4c(c3c2N)CC(C)(C)OC4)cc1	26%	?	-5	-2
54	Cc1nc(N2CCN(C(=O)c3ccco3)CC2)[nH]c(=O)c1C	?	-3%	30	-2
55	O=C(CN1c2cccc3cccc(c23)S1(=O)=O)Nc1ccccc1	2%	-6%	8	6
56	Cc1ccc(-n2c(-c3ccc(Cl)cc3)n[nH]c2=S)c(C)c1	-18%	5µM*	-5	-2
57	N#Cc1ncc(C(F)(F)F)cc1Oc1cccnc1	10%	-8%	-7	-2
58	NC(=O)CC(NC(=O)Cc1ccc(Cl)cc1)c1ccc(N2CCN(c3ccccn3)CC2)c([N+](=O)[O-])c1 (centres undefined)	19%	1%	-3	2
59	CC(C)OP(=O)(OC(C)C)C1(O)C(=O)Nc2ccccc21 (centres undefined)	-1%	-1%	-8	-4
60	Cc1c(N/C=C/C(=O)c2ccc(Cl)cc2)c(=O)n(-c2ccccc2)n1C	.	1%	14	14
61	CCCn1c(SC2C(=O)CC(C)(C)CC2=O)nc2c1c(=O)n(C)c(=O)n2C	35%[activator]	-17%	-9	-5

nr	AMA1-RON2 inh	LmPK inh	Pf growth 96h
51	-26%	-1%	?
52	.	1%	-13%
53	1%	1%	?
54	3%	1%	-2%
55	8%	3%	-9%
56	76%[activator]	20µM*	?
57	20%	0%	31%[activator]
58	15%	-7%	-1%
59	-18%	-1%	2.6µM*
60	-7%	2%	8%
61	-5%	2%	-5%
